ERK EGF inh – blocks ERK signaling stimulated by EGF. HEK293-V1b, EGF-stimulated phospho-ERK AlphaScreen. Potency, µM (doses to about 11.5 µM), for the others: at the highest dose activity change, negative = inhibition, usual class: inhibitors. hit rate 0.41% among 130,000; active = well fitted inhibition curve with a large enough effect; inconclusive = small, poorly fitted or top-dose-only effect, or effect the other way;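 also: plate controls were stimulated vehicle wells for no effect and unstimulated vehicle basal for full effect; nearly all actives have a fitted effect of over 55% in size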
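Cell line HEK293 (stable V1b), low serum overnight. Pretreatment: compound 30 min, 37C. EGF 25 nM, 5 min. Detection: SureFire AlphaScreen, 5 h RT. AC50 via standard Hill equation.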
An asterisk follows results filed as active; ? = inconclusive; & = joins results of further samples; [ ] = remark or other dose. Potency is read from the fitted curve at half-maximal effect. A portion of the library; rates above refer to the full screens.

mol,ERK EGF inh
O=C(CNc1ccc(Br)cc1)NNC1=NCCC1,-4%
Cc1ccc(C)c(S(=O)(=O)N2CCN(CC(=O)Nc3ccc4c(c3)CCC4)CC2)c1,8%
Nc1ccc(NC(=O)Nc2ccc(N)cc2)cc1,5%[57.5 µM]
Fc1ccccc1NC(=S)N1CCN(c2ccccn2)CC1,-7%
CCC1CCCCN1C(=O)CSc1nnc(-c2ccc(OC)cc2)o1 (stereo not drawn),6%
CC(=O)c1ccc(Oc2ncnc3sccc23)c(CN2CCOCC2)c1,-3%
CCO[C@@H]1OC(C(=O)N2CCOCC2)=C[C@H](C2CCCCC2)[C@H]1CCCO,-5%[57.5 µM]
CCn1c(C)c(C2=CCN(S(=O)(=O)c3ccc(C)cc3)CC2)c2ccccc21,5%
Cc1nn(Cc2ccccc2)c(C)c1NC(=O)c1cccs1,-6%
N=C(c1cccc([N+](=O)[O-])c1)N1CCCCC1,-1%
COC(=O)C1C(O)=C(C=Nc2cccc3ccccc23)C(=O)CC1(C)C (stereo not drawn),2%[57.5 µM]
COc1ccc(/C=C2\C(=O)NC(=S)N2C(=O)c2ccc(C)cc2)cc1,4%

Going on with the list.
mol,ERK EGF inh
CS(=O)(=O)Nc1ccc(C(=O)NCCSCc2c(F)cccc2Cl)cc1,8%[57.5 µM]
O=C(CCl)N=c1sccn1Cc1ccc(Cl)cc1Cl,5%
COc1ccc2[nH]cc(S(=O)(=O)c3ccc(C(C)C)cc3)c(=O)c2c1,4%
CCC(=O)Nc1ccc(C(=O)CSc2nnc(-c3ccc(NS(C)(=O)=O)cc3)n2C)cc1OC,-3%
COc1c(O)cc2c(-c3ccccc3)cc(=O)oc2c1OC,2%
O=c1oc2ccc(Cl)cc2cc1-c1ccccc1,4%
O=C(c1ccc(C(=O)N2CCCCCC2)cc1)N1CCCCCC1,4%
C=CCN1C(=O)/C(=C/c2ccccc2)S/C1=N/c1nccs1,6%
NNC(=O)CCc1c[nH]c2ccccc12,1%
C=CCOc1ccc(-c2nc3c(c(=O)[nH]c(=O)n3CCCC)n2C)cc1OC,-7%
Cc1ccc(C(=O)N/C(=C/c2ccco2)C(=O)NC2CCS(=O)(=O)C2)cc1 (stereo not drawn),2%
COc1cccc(/C=C(/C(=O)OCC(=O)NC2CCCCCCC2)c2ccccc2)c1,-1%

Next section
mol,ERK EGF inh
Cc1ccccc1NC(=O)CCC(=O)N/N=C/c1c[nH]c2ccccc12,4%
CC(Oc1ccc(Cl)cc1Cl)C(=O)NN=C1CCN(C)CC1 (stereo not drawn),-6%
CSCCC(NC(=O)/C(=C\c1ccc(Cl)cc1)NC(=O)c1ccccc1)C(=O)O (stereo not drawn),21%
CC(=O)N(Cc1ccc(F)cc1)Cc1nc2ccccc2c(=O)[nH]1,-1%
CS(=O)(=O)N1N=C(c2cccs2)CC1c1ccccc1F (stereo not drawn),-3%
CCCCC/C=C\C\C=C/C=C/C=C/[C@@H](SCC(NC(=O)CCC(N)C(=O)O)C(=O)NCC(=O)O)[C@@H](O)CCCC(=O)O (stereo partly drawn),-18%
CCOc1ccc(S(=O)(=O)NCCCN2CCCC2=O)cc1,-8%
CCOC(=O)c1c(C)n(C)c2cc(-c3cccc(C(F)(F)F)c3)c(O)cc12,-1%
COc1ccc(CNC(=O)CCCc2ccccc2)cc1,8%
COc1cccc(N/N=C(\C#N)S(=O)(=O)C(C)(C)C)c1,-8%
Cc1cccc(C)c1NC(=S)N1CCCN(Cc2ccc(F)cc2)C1,3%
O=C(NCc1ccncc1)Nc1cccc([N+](=O)[O-])c1,-6%

Other compounds
mol,ERK EGF inh
CCC(C)Cn1c(C(C)C)nc2ccccc21 (stereo not drawn),-10%
CCOC(=O)c1cn[nH]c1NC(=S)Nc1ccc(OC)cc1,-3%[57.5 µM]
O=C(CN1CC(=O)Oc2ccccc21)OCC(=O)c1ccc(F)cc1,2%
Cn1c(SCC(=O)Nc2cccnc2)nnc1-c1ccccc1F,0%
O=C(Nc1cccc(F)c1)N1CC[C@@]2(CCCN(C(=O)c3cc(C(F)(F)F)cc(C(F)(F)F)c3)C2)C1,-13%
CC1Cc2ccccc2N1C(=O)CSc1ncc(-c2ccc(F)cc2)n1C (stereo not drawn),?
CC(NC(=O)CCN1N=C(c2ccccc2)CCC1=O)c1ccc2c(c1)OCCO2 (stereo not drawn),1%
CC1(C(=O)O)CCC(C(=O)NC2CCCCCC2)C1(C)C (stereo not drawn),-4%[57.5 µM]
Cc1cc(C)n(-c2cc(C(=O)O)cc(C(=O)O)c2)n1,-4%
C[C@]1(c2ccccc2)OC(C(=O)O)=CC1=O,0%
CC(=O)c1cccc(NC(=O)C(C)N2CCc3ccccc3C2)c1 (stereo not drawn),-12%[57.5 µM]
CCn1nnnc1NCc1c(OC)ccc2ccccc12,4%

Rewritten with each value named: entries from further up.
> CC1(C(=O)O)CCC(C(=O)NC2CCCCCC2)C1(C)C (stereo not drawn)
- ERK EGF inh: -4%[57.5 µM]

> CCC(C)Cn1c(C(C)C)nc2ccccc21 (stereo not drawn)
- ERK EGF inh: -10%

More structures:
mol,ERK EGF inh
NC1=NC(=O)/C(=C/c2c(OS(=O)(=O)c3ccc(Cl)cc3)ccc3ccccc23)S1,-5%
NCCC[C@@H](CC(=O)N[C@@H]1CCCC[C@H]1C(=O)N[C@H](CC(=O)N[C@@H](CCC(=O)O)CC(=O)O)Cc1ccccc1)NC(=O)C[C@H](Cc1c[nH]c2ccccc12)NC(=O)[C@@H]1CNCC[C@H]1N,-15%
O=C(Nc1ccccc1)N1CC2(CCN(C(=O)c3cccc(F)c3)CC2)C1,-4%
COc1ccccc1Nc1nc(-c2ccccc2)nc2ccccc12,1%
CCC(C)(C)NC(=O)C(c1ccc(O)cc1)N(C(=O)Cn1nnc2ccccc21)c1ccc(NC(C)=O)cc1 (stereo not drawn),-16%[57.5 µM]
COc1ccc(-c2nn(-c3ccccc3C)cc2CNC(C)c2cn(C)nc2C)cc1F (stereo not drawn),6%
COc1cccc(-n2c(SCC(=O)N3CCc4ccccc43)nnc2-c2c[nH]c3ccccc23)c1,4%
Cc1nc(SCCCSc2n[nH]c(C)n2)n[nH]1,8%
CCOC(=O)c1cnc2ccc(C)cn2c1=O,0%[57.5 µM]
O=C1CN=C(Nc2ccccc2Cl)N1Cc1ccc2c(c1)OCO2,-1%
CC1(C)CC(NCCC(c2ccccc2)c2ccco2)CCO1 (stereo not drawn),-1%[57.5 µM]
O=C(CSc1nc2ccccc2c(=O)n1-c1ccccc1)c1c[nH]c2ccccc12,-3%

Six compounds drawn at random from those above, as already listed:
mol,ERK EGF inh
O=C1CN=C(Nc2ccccc2Cl)N1Cc1ccc2c(c1)OCO2,-1%
O=C(CSc1nc2ccccc2c(=O)n1-c1ccccc1)c1c[nH]c2ccccc12,-3%
O=C(Nc1ccccc1)N1CC2(CCN(C(=O)c3cccc(F)c3)CC2)C1,-4%
CC1(C)CC(NCCC(c2ccccc2)c2ccco2)CCO1 (stereo not drawn),-1%[57.5 µM]
COc1ccc(-c2nn(-c3ccccc3C)cc2CNC(C)c2cn(C)nc2C)cc1F (stereo not drawn),6%
COc1cccc(-n2c(SCC(=O)N3CCc4ccccc43)nnc2-c2c[nH]c3ccccc23)c1,4%

New compounds follow:
mol,ERK EGF inh
COc1ccc2c(CN3CCN(S(=O)(=O)c4cccs4)CC3)cc(=O)oc2c1,1%
COC(=O)c1c(C)nc2nonc2c1N,-9%
O=C(NCc1nnc(SCC(=O)N2CCc3ccccc32)o1)c1cccs1,4%
Cc1ccc(NCc2ccc(Cl)nc2)c(NCc2ccc(Cl)nc2)c1,3%
O=C(OCc1nc2ccccc2[n+]([O-])c1C(=O)c1ccccc1)c1cccnc1,0%[57.5 µM]
CCS(=O)(=O)Nc1ccc2c(c1)OCO2,-5%
N/C(=N\OC(=O)c1ccccc1)c1ccccn1,-1%
Cc1cccc(C(=O)N/N=C/c2cc(Br)c(Br)o2)c1,-11%
Cc1onc(C(=O)Nc2sc3c(c2C#N)CCCC3)c1[N+](=O)[O-],7%
NCCC[C@@H](CC(=O)N[C@@H]1CCCC[C@H]1C(=O)N[C@H](CC(=O)N[C@@H](CCC(=O)O)CC(=O)O)Cc1c[nH]c2ccccc12)NC(=O)C[C@H](CO)NC(=O)[C@@H]1CCCC[C@H]1N,-11%
C=CCNC(=S)NNC(=O)c1cccnc1,3%[57.5 µM]
Cc1cc(C)c(N2C(=O)C3C4CC(=O)C(c5ccccc54)C3C2=O)c(C)c1 (stereo not drawn),5%[57.5 µM]

Additional results follow:
mol,ERK EGF inh
O=C(N/N=C/c1cccc([N+](=O)[O-])c1)C1COc2ccccc2O1 (stereo not drawn),-5%[57.5 µM]
CCCCNC(=O)COC(=O)CNC(=O)c1cc(Cl)cc([N+](=O)[O-])c1,5%
O=C(Nc1c(F)cc(F)cc1Br)c1cc(S(=O)(=O)N2CCN(c3ccccn3)CC2)ccc1F,7%
Cc1ccccc1N1CC(O)(c2cccs2)[N+]2=C1CCCC2 (stereo not drawn),2%
O=C(NCc1ccccc1)C(c1ccccc1)N(C(=O)c1csnn1)C1CC1 (stereo not drawn),-5%
COc1ccc2c(c1)O[C@H](c1ccc3c(c1)OCO3)[C@@H](OC(=O)Nc1ccc(OC(F)F)cc1)C2=O,3%
O=[N+]([O-])c1cccc(-c2noc(COc3ccccc3)n2)c1,0%
CN1CCN(C(CNS(=O)(=O)c2cccs2)c2cccnc2)CC1 (stereo not drawn),-7%[57.5 µM]
CN1CCN(/N=C/c2ccc(N(C)c3ccccc3)cc2)CC1,?
O=C(c1ccc(Cl)c(Cl)c1)N1CCC(O)(CN2CCOCC2)CC1,-8%
O=C(COC(=O)/C=C/c1cccc(F)c1)Nc1ccccc1,3%
Cc1ccccc1CC1(CO)CCCN(C(=O)c2ccc(F)cc2)C1 (stereo not drawn),8%

Carrying on.
mol,ERK EGF inh
Cc1cccc(-c2n[nH]c(=S)n2/N=C/c2ccco2)c1,-1%[57.5 µM]
Cc1cccc(NC(=O)C(=O)NCCCN2CCOCC2)c1,0%
Cc1cc(=O)oc2cc(O)c(N=Nc3ccccc3)cc12,-7%[57.5 µM]
O=C(Cn1nnc(-c2ccccc2F)n1)NCc1ccco1,5%
CCOC(=O)c1csc(NC(=O)CSc2nnnn2-c2ccc3c(c2)OCCO3)n1,-3%
Cc1ccccc1N1Cc2ccccc2C1,10%
CS(=O)(=O)CCSc1ncccc1C(=O)NCc1cccs1,-3%[57.5 µM]
COCCNC(=S)N1CCN(c2cccc(C)c2C)CC1,-1%
CC[N+]1(C)[C@@H]2CC[C@H]1CC(OC(=O)[C@H]1CC[C@@](C(=O)OC3C[C@H]4CC[C@@H](C3)[N+]4(C)CC)(c3ccccc3)c3ccccc31)C2 (stereo partly drawn),12%[25.7 µM]
CCCn1nc(C(=O)OCC(=O)c2ccccc2)c2ccccc2c1=O,-4%
O=C(Nc1ccccc1N1CCOCC1)C1CCN(S(=O)(=O)c2cccc(C(F)(F)F)c2)CC1,-1%
BrC(=C\c1ccccc1)/C=N/Nc1nc(N2CCOCC2)nc(N2CCOCC2)n1,-4%

Going on with the list:
mol,ERK EGF inh
COc1ccc(-c2nc(C)c(C(C)=O)n2O)cc1OC,-14%[57.5 µM]
Cn1nccc1CNC(=O)c1ccnn1C,-2%
CCOC(=O)c1c(-c2ccccc2)oc2ccc(OCC(=O)O)cc12,-7%[57.5 µM]
Cc1c(NC(=O)C2CCN(S(=O)(=O)c3cccs3)CC2)c(=O)n(-c2ccccc2)n1C,10%[57.5 µM]
COC(=O)N1CCC[C@@]2(CCN(C(=O)Nc3cccc(C#N)c3)C2)C1,7%
COc1cc(C2c3cc4c(cc3C(O)[C@H]3COC(=O)C23)OCO4)cc(OC)c1OC (stereo partly drawn),21%&-2%
COc1ccc(N2CCN(C(=O)c3cccnc3SCc3cccc(Br)c3)CC2)cc1,-8%
Cc1ccc(NC(=O)CSc2nc(N)c3cc4c(nc3n2)CCCC4)cc1,-1%
COc1ccc(NC(=S)SC)cc1OC,12%
CCOC(=O)C1(CC2CCCCO2)CCN(C(=O)Nc2ccccc2SC)CC1 (stereo not drawn),2%
CC(=O)Nc1ccc(C(=S)NCCCO)cc1,1%
O=C1c2cc(N3CCCC3)c([N+](=O)[O-])cc2C(=O)N1c1ccccc1,2%

(next part)
mol,ERK EGF inh
CC1(C)CC2CC(C)(CN2S(=O)(=O)c2ccc(C(=O)Nc3cccc(S(=O)(=O)N4CCOCC4)c3)cc2)C1 (stereo not drawn),-1%
O=C(O)c1cc(-c2cccc([N+](=O)[O-])c2)n[nH]1,-8%
O=C(COc1cccc2ccccc12)N/N=C/C=C/c1ccccc1,-29%
Cc1ccc(OCCn2c(=O)sc3ccccc32)cc1,-2%
COc1ccc(CCN(Cc2cccs2)S(=O)(=O)c2ccc(C(=O)O)cc2)cc1OC,-9%
O=C(c1cccc([N+](=O)[O-])c1)c1ccc2c(c1)C(=O)N(c1c[nH]c(=O)[nH]c1=O)C2=O,1%
Brc1ccc(Cn2c(-c3ccc(Br)o3)nc3ccccc32)o1,1%
CCCCNc1nc2c(-c3ccccc3)nnn2c2ccccc12,0%[57.5 µM]
Cc1cc(C)c(NC(=O)COC(=O)/C=C/c2cccc(C(F)(F)F)c2)c(C)c1,7%
O=C(O)CN1CCCCCC1=O,-2%
CCOc1ccc(CN(C)CC(=O)NCc2ccccc2)cc1,-16%[57.5 µM]

Screening results deposited in PubChem by National Center for Advancing Translational Sciences (NCATS).
